FAS-TE inh: FAS thioesterase domain inhibitors, primary screen, biochemical, fluorescence intensity, uHTS. AID 602261, 2012. inhibition, % at 15 µM. 360,000 tested, 0.67% active. Fatty acid synthase (Homo sapiens), P49327. recombinant FAS-TE, OMFH fluorogenic substrate, fluorescence endpoint;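 active = compounds whose normalised, plate-corrected inhibition of enzyme fluorescence in the single-dose primary screen is 50% or more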;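 also: 0% = DMSO with enzyme and 100% = substrate without enzyme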
CSN inh: inhibitors of CSN-mediated cullin deneddylation, primary screen, biochemical, fluorescence polarization, uHTS; COP9 signalosome complex subunit 5 (Homo sapiens), Q92905; Purified CSN, SCF-Nedd8-OG deneddylation; inhibition, % at 12.5 µM; 360,000 tested, 0.38% active;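 active = pattern-corrected inhibition above about 35%, with an unprinted fluorescence ratio check between 0.5 and 1.5, limit read from the data, passing the limit was not always enough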;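 also: 0% = enzyme with substrate and 100% = substrate without enzyme; some results filed as inactive read as strong as hits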
Target sequence (Q92905 whole entry, looked up, one chain of several): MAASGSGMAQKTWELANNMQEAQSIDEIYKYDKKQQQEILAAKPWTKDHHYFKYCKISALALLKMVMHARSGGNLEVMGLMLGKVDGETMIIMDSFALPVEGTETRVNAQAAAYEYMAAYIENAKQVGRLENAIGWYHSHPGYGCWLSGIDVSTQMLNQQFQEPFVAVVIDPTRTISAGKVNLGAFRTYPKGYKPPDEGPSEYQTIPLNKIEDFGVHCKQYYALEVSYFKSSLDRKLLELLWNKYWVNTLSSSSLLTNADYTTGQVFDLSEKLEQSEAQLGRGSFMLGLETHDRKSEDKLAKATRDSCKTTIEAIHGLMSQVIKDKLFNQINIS
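Assay system: HEK293T-derived human Csn5 enzyme; quantity: 0.24 nM enzyme; medium: Tris/NaCl/DTT buffer, pH 7.5; also added: substrate SCFSkp2-Nedd8OG, 10 nM; doses: 12.5 µM compound; schedule: 90 min reaction at room temperature; signal: FP; read-out: % inhibition of substrate cleavage by Csn5; benchmarks: substrate-only high control, full reaction low control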
eLon inh: inhibitors of E. coli Lon protease, primary screen, biochemical, fluorescence polarization. P0A9M0. AID 602123, 2011. purified E. coli Lon protease. inhibition, % at 7.94 µM. 360,000 tested, 0.42% active; in the data active = inhibition above about 13%, passing the limit was not always enough;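 also: 0% = enzyme with probe and DMSO and 100% = no enzyme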
bovine MsrA act: bovine MsrA enzyme activators, primary screen, biochemical, absorbance, HTS; Methionine sulfoxide reductase A (Bos taurus); purified bovine MsrA, absorbance read-out; activation, % at 10.6 µM; 360,000 tested, 0.3% active; AID 602163, 2012; in the data active = activation above about 7.5%;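 also: 0% = vehicle and 100% = reference activator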
MsrA inh: bovine MsrA enzyme inhibitors, primary screen, biochemical, absorbance, HTS; inhibition, % at 15.5 µM; Methionine sulfoxide reductase A (Bos taurus); 360,000 tested, 0.75% active; purified bovine MsrA, absorbance read-out; AID 651718, 2012; in the data active = inhibition above about 4.5%;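 also: 0% = vehicle wells with enzyme and 100% = reference inhibitor wells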
Rin1-Abl PPI inh: inhibitors of Rin1-Abl protein binding, primary screen, biochemical, TR-FRET | Tyrosine-protein kinase ABL1 (Homo sapiens) + Ras and Rab interactor 1 (Homo sapiens), … | inhibition, % at 7.35 µM | 360,000 tested, 0.4% active; in the data active = inhibition above about 5%, passing the limit was not always enough
MLLE-PAM2 inh: inhibitors of PABP1 MLLE–PAM2 peptide binding, primary screen, biochemical, fluorescence polarization, FITC-PAM2, GST-MLLE | inhibition, % at 20 µM | 360,000 tested, 0.36% active | AID 588489, 2011; in the data active = inhibition above about 35%, passing the limit was not always enough;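 also: plate controls were DMSO wells with GST-MLLE for no effect and wells lacking GST-MLLE protein for full effect; some results filed as inactive read as strong as hits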
Neddylation inh: inhibitors of cullin neddylation, primary screen, biochemical, TR-FRET, uHTS, NAE and Ubc12. 360,000 tested, 0.58% active. calls only at 25 µM. AID 651699, 2012; in the data active = inhibition above about 36%
Target sequence (P61081 whole entry, looked up): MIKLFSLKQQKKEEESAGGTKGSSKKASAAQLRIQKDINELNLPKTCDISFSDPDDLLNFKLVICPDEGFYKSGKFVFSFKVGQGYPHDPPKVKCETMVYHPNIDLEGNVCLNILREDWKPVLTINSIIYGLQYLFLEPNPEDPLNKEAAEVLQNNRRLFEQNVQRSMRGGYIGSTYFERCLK
Target sequence (Q13564 whole entry, looked up): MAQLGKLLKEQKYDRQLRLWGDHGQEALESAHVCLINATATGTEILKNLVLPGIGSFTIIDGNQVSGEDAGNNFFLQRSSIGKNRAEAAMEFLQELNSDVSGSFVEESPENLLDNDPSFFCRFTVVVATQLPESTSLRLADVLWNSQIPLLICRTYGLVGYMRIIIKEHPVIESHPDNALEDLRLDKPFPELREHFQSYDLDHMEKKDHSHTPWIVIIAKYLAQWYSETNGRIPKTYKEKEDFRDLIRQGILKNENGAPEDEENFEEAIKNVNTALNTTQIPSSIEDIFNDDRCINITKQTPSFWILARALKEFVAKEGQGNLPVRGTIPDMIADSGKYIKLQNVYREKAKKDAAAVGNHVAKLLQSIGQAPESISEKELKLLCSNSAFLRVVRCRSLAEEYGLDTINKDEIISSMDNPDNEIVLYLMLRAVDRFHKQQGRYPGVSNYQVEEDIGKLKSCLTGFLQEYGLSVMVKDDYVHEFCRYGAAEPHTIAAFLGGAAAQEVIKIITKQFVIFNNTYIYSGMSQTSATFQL
Tb MetRS inh: T. brucei MetRS inhibitors, primary screen, biochemical, luminescence | purified T. brucei MetRS, ATP depletion, Kinase-Glo luminescence | inhibition, % at 11.9 µM | 360,000 tested, 0.4% active;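 active = inhibition above a per-plate cutoff of the control wells' mean inhibition plus 3 SD, cut at about 5.5% in these data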;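 also: 0% = DMSO wells median and 100% = median of wells with control inhibitor compound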
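Material: parasite MetRS enzyme / Replication: singlicate, one well per compound / Signal: luminescence of leftover ATP / Schedule: 2 h aminoacylation at 25 °C after 15 min preincubation / Medium: HEPES-MgCl2-KCl buffer plus DTT, spermine, BSA, pyrophosphatase / Doses: 11.9 µM single point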
Numbers without * were called inactive; i = inactive; x = not tested or not shown; + = active, no number.

smiles,FAS-TE inh,CSN inh,eLon inh,bovine MsrA act,MsrA inh,Rin1-Abl PPI inh,MLLE-PAM2 inh,Neddylation inh,Tb MetRS inh
C[C@@]12C(=O)Nc3ccc(Cl)cc3C(=O)N1[C@H]1c3cc(Br)ccc3OC[C@@H]1[C@@H]2c1ccccc1,91*,6,10,-6,-0.3,6,-10,i,-0.3
CC(NC(=O)CSc1nc2ccccc2c(=O)n1CCCO)c1ccccc1 (stereo not drawn),2,-3,-5,-2,-0.4,0,-65,i,-0.1
O=C(CC1NCCN(Cc2ccccc2)C1=O)Nc1ccc(Cl)cc1 (stereo not drawn),0,0,10,-3,-0.5,-4,1,i,0.6
CCOC(=O)c1[nH]c(C)c(C(=O)N2CCN(c3ccccc3OC)CC2)c1C,-5,9,-7,-5,0.4,-4,25,i,-0.9
CC12CCC(C(=O)N(CC3CO3)C1=O)C2(C)C (stereo not drawn),-2,16,-4,-4,-1.1,1,12,i,-0.7
CC(=O)N1N=C(c2ccco2)CC1c1ccc(Cl)o1 (stereo not drawn),-7,-3,-1,-2,-0.7,-1,3,i,-0.1
Cc1ccc(NC(=O)CSc2ccc(-c3cccnc3)nn2)c(C)c1,-2,0,4,-14,1.0,1,16,i,-0.6
Cc1nnc(SCCN2C(=O)c3ccccc3C2=O)nc1C,-9,-3,-5,-3,0.2,4,17,i,0.1
COC(=O)C(CSCc1ccccc1)NC(=O)CSc1nc(N)cc(=O)[nH]1 (stereo not drawn),-5,0,-5,-2,-0.7,1,28,i,0.4
Cc1ccc(CN(C)C(=O)c2ccc(S(=O)(=O)N(C)c3ccccc3)cc2)o1,14,-2,8,7,-1.2,2,3,i,-0.4
CCCCNC(=O)c1nc(C2CCN(S(=O)(=O)c3ccccc3C(F)(F)F)CC2)oc1-c1ccccc1,21,4,-1,0,-0.2,5,-6,i,-0.6
Cc1nc2ncnn2c(N2CCN(C(=O)c3cccc(F)c3)CC2)c1C,-11,-2,-4,-1,2.1,0,10,i,-0.6
O=C(O)c1ccc(N/C(=N\S(=O)(=O)c2ccc(Cl)cc2)c2ccccc2)cc1,-3,-1,-6,-9,0.8,0,-8,i,-0.9
O=C(COc1ccc(F)cc1)Nc1nccs1,-2,0,-7,0,0.1,2,-10,i,-0.1
Cc1ccc(-c2c3c([nH]c(=S)c2C#N)CCCC3)o1,-7,22,-2,-3,0.9,-5,-42,i,0.4
Cc1ccc(NC(=S)NC(=O)c2ccc(-c3ccccc3)cc2)c(C)c1,18,-1,2,-9,-0.1,0,26,i,-1.4
CCc1ccc(OCc2nnc(SCCN3CCOCC3)n2C)cc1,-6,-6,1,-2,1.8,-1,-33,i,-0.4
CCCC12CN3CC(C)(CN(C1)C3c1ccc([N+](=O)[O-])o1)C2=O (stereo not drawn),-3,0,-7,-3,0.1,0,5,i,-0.1
CCN(CCCCN1C(=O)c2ccccc2C1=O)c1ccc2c(c1)C(=O)N(C)C2=O,18,3,-1,-2,1.2,-6,7,i,0.0
CCn1c(SCc2nc(-c3ccc(OC)c(OC)c3)no2)nnc1-c1cccs1,-2,-1,-11,-1,-0.8,-2,-1,i,0.4
COc1ccc(S(=O)(=O)N2CCC(C(=O)N[C@H](C(=O)N3CCCC3)C(C)C)CC2)cc1,-9,-5,9,3,-0.2,0,-3,i,-0.1
CSc1ccccc1NC(=O)CNCCCN1CCOCC1,-6,1,-8,-5,-1.1,-2,4,i,-0.1
COc1ccc(C(=O)NCCn2ccc3ccccc32)cc1OC,-5,-2,0,-7,-0.2,-1,0,i,-0.8
COc1ccc(CN2C(=O)NC3(CCCc4ccccc43)C2=O)cc1F (stereo not drawn),11,1,0,-7,-0.4,-3,-5,i,-0.3
O=C(C[C@@H]1C/C=C\C[C@@H](Cc2ccc(F)cc2)C(=O)OC[C@H]2CCCN2C1=O)NCCO,-11,3,3,-7,0.3,6,-6,i,-0.3
O=C1c2ccc(Br)cc2C(=O)N1c1ccc(Cl)cn1,-5,-3,0,-2,-0.7,-2,-2,i,2.1
COc1ccc2cc(C3(C)NC(=O)N(CC(=O)N4CCCCC4)C3=O)ccc2c1 (stereo not drawn),-6,3,-2,-5,1.1,3,-14,i,-0.1
CCSc1nnc(CNc2ccc(C)cc2)n1C,-10,4,-1,-3,-0.4,3,-9,i,-0.3
CO/N=C(/CN1CCCCC1)c1ccc(Cl)cc1,-2,-5,-7,-2,-0.9,-1,9,i,-0.5
CC(=O)Nc1cc(-c2cccc(C(=O)N(C)C)c2)cn2c(-c3cccc(C(=O)N(C)C)c3)cnc12,-5,-1,-2,1,1.6,-1,-1,i,-0.1
CCOC(=O)C1(CCc2ccccc2)CCN(Cc2cccc3nccnc23)CC1,4,5,-5,-3,3.0,0,-8,i,-0.2
CCOc1ccc(-c2cc(C(=O)Nc3ccc(C)c(NS(C)(=O)=O)c3)[nH]n2)c(C)c1,-2,1,2,-2,0.0,0,-1,i,-0.3
Cn1cc(Br)c(-c2cccc(N3C(=O)CCCC3=O)c2)n1,-1,7,4,-8,-0.7,0,9,i,0.1
COCCNC(=O)C1(C(F)(F)F)CC(CCCO)CCCO1 (stereo not drawn),-11,0,7,-3,-0.5,0,-4,i,0.1
Cc1ccc(NC(=O)CCCN2C(=O)NC(C)(C)C2=O)cc1,-6,-1,-10,-3,0.6,-1,-3,i,-0.2
O=S(=O)(O)c1nc2ccccc2[nH]1,-4,0,6,-1,1.0,-2,4,i,-0.5
O=C(/C=C/c1ccco1)N1CCN(C/C=C/c2ccccc2)CC1,-12,-7,-11,-3,0.5,0,0,i,-0.7
Cc1ccc(C)c(S(=O)(=O)n2cnc3ccccc32)c1,-10,1,-6,-12,1.4,0,2,i,-0.5
CN(C)c1ccc(-c2ccnc3c2CC(C)(C(=O)NCC2CC2)O3)cc1 (stereo not drawn),-1,-4,-10,-2,-0.1,2,-7,x,-0.1
CC(C)N1C[C@@]23C=C[C@@H](O2)C(C(=O)OCc2ccccc2)[C@H]3C1=O (stereo partly drawn),-6,3,3,-2,0.3,3,11,i,-0.1
O=C(O)c1ccc(-c2nnc(-c3ccc([N+](=O)[O-])cc3)o2)cc1,4,4,-6,-2,1.0,-3,-5,i,-2.2
CC(C)(C)[C@H]1COC(=O)[C@@H](Cc2ccc(F)cc2)C/C=C\C[C@@H](CC(=O)N[C@H](CO)Cc2ccccc2)C(=O)N1,-1,-1,2,-1,1.0,1,9,i,0.7
O=C(NCc1nc(-c2ccc(C(F)(F)F)cc2)no1)Nc1ccc(OC(F)(F)F)cc1,28,3,3,-6,-0.1,-1,-1,i,-0.9
CCCN1C2CCCC1CC(NC(=O)c1ccccc1Br)C2 (stereo not drawn),-3,0,-12,-3,1.3,1,1,i,-0.6
Cc1ccsc1C(=O)Nc1cccc(S(=O)(=O)N(C)C)c1,-5,-13,-1,-4,0.8,-1,6,i,-0.9
COCCN(C(=O)CCC(=O)Nc1cc(C)on1)C(C(=O)NC1CCCC1)c1ccccc1C (stereo not drawn),-2,-8,1,-3,1.8,-1,3,i,-0.4
Cc1ccc(NC(=O)Cn2ccc([N+](=O)[O-])n2)cc1Cl,39,-9,1,-4,0.9,2,-12,i,-0.1
CCOC(=O)Cn1nc(C)c(NC(=O)COc2ccc([N+](=O)[O-])cc2)c1C,-5,-1,-7,1,-0.8,-2,-2,i,-0.4
COc1cccc(N(CC(=O)NCCN2CCOCC2)S(=O)(=O)c2ccccc2)c1,-7,4,1,-4,-2.0,5,3,i,0.1
Cc1cccc(-c2cc3nc(C)cc(=O)n3[nH]2)c1,-7,5,-4,-3,1.2,-1,1,i,-0.1
CCCCC[C@@H]1C=C(C(=O)O)[C@H](c2ccc(C)cc2)N1S(=O)(=O)c1ccc(C)cc1,-2,-3,-9,-4,-1.9,-4,-1,i,0.1
COc1ccc(C2(CNC(=O)Cc3ccccc3)CCCC2)cc1OC,-2,3,1,1,-1.0,4,4,i,0.4
COC(=O)c1ccc(CNC(=O)COC(=O)CCN2C(=O)C3CC=CCC3C2=O)cc1 (stereo not drawn),-8,-2,1,-1,-1.4,0,6,i,-0.3
Cc1ccc(S(=O)(=O)c2cc3c(=O)n4ccccc4nc3n(C)c2=N)cc1,12,0,-4,-2,-0.5,-1,-10,+,0.5
Cc1[nH]n(C)c(=O)c1N=Nc1ccc(S(C)(=O)=O)cc1,-2,0,9,-8,0.9,-3,2,i,-1.6
Cc1nc2ccc([N+](=O)[O-])cc2c(=O)n1Cc1ccc(Cl)cc1,83*,4,2,-4,0.3,1,-14,i,0.0
CCOc1ccccc1N1CCN(C(=S)NCc2ccco2)CC1,1,-1,9,-5,0.6,3,-124,i,-0.4
COc1ccc(CCNS(=O)(=O)c2cc3c4c(c2)CC(=O)N4CCC3)cc1,-4,1,-1,-5,0.7,1,-3,i,-0.2
CCOC(=O)c1c(-c2ccco2)csc1NC(=O)CSc1nnc(N)s1,1,6,-12,-3,-0.5,0,-8,i,-0.5
Cc1ccc(NC(=O)C(c2ccc(Cl)cc2)N2CCOCC2)cc1 (stereo not drawn),6,-2,-3,-4,-0.2,-2,-1,i,-0.4

Later entries:
smiles,FAS-TE inh,CSN inh,eLon inh,bovine MsrA act,MsrA inh,Rin1-Abl PPI inh,MLLE-PAM2 inh,Neddylation inh,Tb MetRS inh
COc1ccc(/C(C)=N/NC(=O)c2ccc(N(C)C)cc2)cc1,-5,-1,-7,-5,1.2,1,-9,i,-0.1
COc1cc(CNC2CCCCCCC2)cc(Cl)c1OC,-4,-1,5,-1,0.1,1,14,i,-0.2
O=C(c1ccc(F)cc1)N(c1ccccn1)C1CCCCC1,-3,-4,3,-2,0.7,-1,7,i,-0.3
COc1ccccc1CN(C)C(=O)c1ccc2c(c1)NC(=O)CS2,-2,6,-2,-5,1.6,-1,-5,i,-0.2
O=c1c2ccccc2sn1-c1ccc(Cl)cc1Cl,-8,-3,-12,-5,0.0,0,32,i,0.9
O=C(O)CSC1CC(=O)N(c2ccc(Cl)c(Cl)c2)C1=O (stereo not drawn),-4,2,-5,-2,0.2,-1,41*,i,0.1
CCSc1nnc(N(CCC(=O)O)CCC(=O)O)s1,-10,1,-1,-6,-0.7,0,2,i,-0.5

Looked up by structure from the entries so far, two records:
smiles,FAS-TE inh,CSN inh,eLon inh,bovine MsrA act,MsrA inh,Rin1-Abl PPI inh,MLLE-PAM2 inh,Neddylation inh,Tb MetRS inh
CCCN1C2CCCC1CC(NC(=O)c1ccccc1Br)C2 (stereo not drawn),-3,0,-12,-3,1.3,1,1,i,-0.6
Cc1nc2ccc([N+](=O)[O-])cc2c(=O)n1Cc1ccc(Cl)cc1,83*,4,2,-4,0.3,1,-14,i,0.0
